TRHR ag: activates the human TRH receptor. actives 0.18% (n = 360,000). activation, % at 2 µM. P34981. AID 493084. TRHR cells, calcium flux fluo-8, FDSS agonist mode; note: 0% is about no effect
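TRHR-expressing cells, plated overnight in medium with 10% serum, were loaded with fluo-8 calcium dye at room temperature. After a 10 s baseline, library compound was pin-added and calcium release was recorded kinetically (ex 480/em 530) as agonist response.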
RXFP1 antagonist: antagonists of human relaxin receptor RXFP1. Q9HBX9. HEK293-RXFP1, relaxin-stimulated cAMP HTRF, 30 min; hits give low values. activity change, negative = inhibition, % at 57.5 µM. actives 0.59% (n = 350,000). AID 1259400;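 active = activity change of -60% or lower, but not beyond a set lower limit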; note: % is set by controls: 0 for no effect and ±100 for the full control effect
Target sequence (Q9HBX9 whole entry, looked up): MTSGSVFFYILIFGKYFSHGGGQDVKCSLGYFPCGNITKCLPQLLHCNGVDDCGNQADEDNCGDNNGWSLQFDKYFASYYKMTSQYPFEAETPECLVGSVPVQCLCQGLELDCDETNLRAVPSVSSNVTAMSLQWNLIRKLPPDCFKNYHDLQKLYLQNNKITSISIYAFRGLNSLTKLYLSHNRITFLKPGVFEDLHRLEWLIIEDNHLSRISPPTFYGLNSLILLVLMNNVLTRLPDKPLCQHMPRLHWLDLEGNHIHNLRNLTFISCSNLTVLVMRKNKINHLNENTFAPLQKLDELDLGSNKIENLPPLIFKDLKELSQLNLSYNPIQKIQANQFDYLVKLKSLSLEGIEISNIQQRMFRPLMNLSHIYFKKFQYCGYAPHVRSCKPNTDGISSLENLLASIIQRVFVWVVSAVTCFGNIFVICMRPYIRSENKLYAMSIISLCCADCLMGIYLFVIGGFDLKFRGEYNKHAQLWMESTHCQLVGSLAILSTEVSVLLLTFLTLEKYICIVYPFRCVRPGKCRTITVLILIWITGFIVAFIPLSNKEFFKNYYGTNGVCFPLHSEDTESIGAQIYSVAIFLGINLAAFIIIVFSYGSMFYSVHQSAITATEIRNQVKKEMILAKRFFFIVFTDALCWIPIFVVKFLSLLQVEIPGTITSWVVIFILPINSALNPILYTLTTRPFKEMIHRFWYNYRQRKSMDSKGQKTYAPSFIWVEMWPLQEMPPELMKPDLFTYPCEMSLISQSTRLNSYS
D1 antagonist: antagonists of human D1 dopamine receptor | P21728 | HEK293 TREx D1 cells, calcium flux, dopamine EC80; hits give low values | activity change, negative = inhibition, % at 10 µM | actives 3.2% (n = 360,000); in the data active = activity change below about -30%; note: % is set by controls: 0 for no effect and ±100 for the full control effect
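Inducible Hek293 Trex D1 cells (tetracycline, overnight, 30 C). Calcium dye 30–90 min RT. Antagonist mode: EC80 dopamine added after 180 s compound read.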
D2 PAM: positively modulates the human D2 dopamine receptor allosterically; P14416; HEK293 T-REx D2, calcium flux, EC20 dopamine potentiation; potentiation, % at 10 µM; actives 0.34% (n = 340,000); AID 485347;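 active = potentiation over 3 SD above the plate norm, cut at about 30% in these data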; note: 0% is about no effect
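Calcium flux readout, no-wash dye, 1 read/s. Inducible HEK293 Trex D2 line, overnight 30 C. Compound alone 180 s (agonist flags), then EC20 dopamine, another 180 s to score potentiation.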
TRHR enhancer: TRH receptor (human) allosteric enhancement | TRHR cells, fluo-8 calcium fluorescence, EC20 TRH enhancement | enhancement, % at 2 µM | AID 493056 | P34981 | actives 0.66% (n = 360,000); in the data active = enhancement above about 30%; note: 0% is about no effect
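Enhancer read-out: after compound pinning and an initial kinetic agonist-mode read, an EC20 of TRH (10 nM final) was injected and fluo-8 calcium signal (Ex 480/Em 530) followed at 1 s/cycle for 100 cycles in TRHR-expressing cells.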
D1 agonist: agonists of human D1 dopamine receptor; P21728; HEK293 T-REx D1 cells, calcium flux, agonist mode; activation, % at 2 µM; actives 1% (n = 360,000); AID 504660; note: 0% is about no effect
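Tetracycline-induced HEK293 TREx D1 cells, force-coupled to calcium signalling, were dye-loaded with a no-wash calcium kit. Compound was pin-added after a 10 s baseline. Fluorescence was read kinetically at 1 cycle/s for 180 s, with calcium rises flagged as agonism.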
D2 antagonist: antagonizes the human D2 dopamine receptor; HEK293 TREx D2 cells, calcium flux, dopamine EC80; inhibition, % at 10 µM; actives 2% (n = 340,000); in the data active = inhibition above about 30%; note: 0% is about no effect
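HEK293 T-REx D2 cells, tet-induced, calcium dye no-wash. Cpd pintool add, 180 s kinetic, then EC80 DA, 180 s kinetic. Ca flux read.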
D2 agonist: agonists of human D2 dopamine receptor; P14416; HEK293 T-REx D2 cells, calcium flux agonist mode; activation, % at 2 µM; actives 0.53% (n = 340,000); AID 485358;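 active = activation over 3 SD above normal in the single-dose calcium agonist read, cut at about 30% in these data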; note: 0% is about no effect
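In this primary screen, compounds producing a positive calcium signal within 180 s of addition to tetracycline-induced, force-coupled HEK293 Trex D2 cells are flagged; cells are dye-loaded with a no-wash calcium kit beforehand.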
D1 PAM: human D1 dopamine receptor positive modulation; P21728; HEK293 TREx D1 cells, calcium flux, dopamine EC20 potentiation; potentiation, % at 10 µM; actives 0.036% (n = 360,000); in the data active = potentiation above about 30%; note: 0% is about no effect
Starred values were filed as active, the others as inactive; / = no result given. Cut-off read from the data, not from the text of the source, unless noted: active = activation above about 30%; inactive = the rest.

Preview, four compounds:
Molecule	TRHR ag	RXFP1 antagonist	D1 antagonist	D2 PAM	TRHR enhancer	D1 agonist	D2 antagonist	D2 agonist	D1 PAM
CC(Sc1ccc(Cl)cc1)C(=O)Nc1ccc(S(=O)(=O)N2CCOCC2)cc1 (configuration not stated)	-2.4	-8	-21	-7	9	56*	-10	-0.2	-10
CCCCOc1cccc(C(=O)Nc2cc3nn(-c4ccc(F)cc4)nc3cc2C)c1	2.2	-5	4	5	10	-1	/	-1.1	-5
COc1ccc(-c2onc(C)c2C)cc1S(=O)(=O)N1CCC(C)CC1	0.2	-22	-17	11	-2	4	/	0.1	-7
CCc1cc(C(=O)OC)c(NC(=O)c2ccoc2C)s1	0.0	-17	31	7	-3	3	-12	-0.6	-6

The listing, repeating the preview:
Molecule	TRHR ag	RXFP1 antagonist	D1 antagonist	D2 PAM	TRHR enhancer	D1 agonist	D2 antagonist	D2 agonist	D1 PAM
CC(Sc1ccc(Cl)cc1)C(=O)Nc1ccc(S(=O)(=O)N2CCOCC2)cc1 (configuration not stated)	-2.4	-8	-21	-7	9	56*	-10	-0.2	-10
CCCCOc1cccc(C(=O)Nc2cc3nn(-c4ccc(F)cc4)nc3cc2C)c1	2.2	-5	4	5	10	-1	/	-1.1	-5
COc1ccc(-c2onc(C)c2C)cc1S(=O)(=O)N1CCC(C)CC1	0.2	-22	-17	11	-2	4	/	0.1	-7
CCc1cc(C(=O)OC)c(NC(=O)c2ccoc2C)s1	0.0	-17	31	7	-3	3	-12	-0.6	-6
Cc1cccc(/C=C/c2nc3ccccc3c(=O)n2Cc2ccccc2)c1	0.4	-16	10	9	4	10	-13	-0.3	2
COc1ccccc1/C=C/C(=O)OCC(=O)Nc1ccc2c(c1)OCCO2	-0.1	14	-2	3	4	2	-10	0.2	-5
COc1ccc(NC(=O)CSc2nnc(NC(=O)CN3CCOCC3)s2)cc1	0.6	1	-1	-3	-6	2	-15	0.1	12
Cc1ccc(S(=O)(=O)N2CCCCC2)cc1C(=O)N(C)CCOc1ccccc1	-0.2	-1	-10	8	-2	4	-9	0.4	-3
CCOC(=O)CN(C(=O)CNC(=O)c1ccco1)C(C(=O)NC1CCCCC1)c1cccc(OC)c1 (configuration not stated)	-0.5	3	6	-1	0	1	11	-0.1	0
COc1ccc(-c2csc(N(CCCN(C)C)C(=O)c3ccc(Br)cc3)n2)cc1	0.6	-23	-19	1	0	10	-4	0.0	9
Cc1ccc(NC(=O)CSCc2c(C)noc2C)cc1C	-0.6	10	-1	-8	2	2	1	-0.5	-1
COC(=O)c1ccccc1NC(=O)c1cc(OC)cc(OC)c1	0.4	-10	3	14	-3	4	0	0.1	-6
CCN1C2=C(C(=O)CCC2)C(c2ccc(O)cc2)C2=C1CCCC2=O	0.4	-7	-4	/	5	1	/	/	-11
CCOC(=O)C1(Cc2ccccc2)CCCN(Cc2ccncc2)C1 (configuration not stated)	-0.7	4	-1	16	7	3	-5	-0.4	2
Fc1cccc(Nc2nc(-c3ccncc3)nc3ccccc23)c1	-1.0	9	-24	5	1	1	10	-1.2	-10
CCc1nnc2sc(-c3ccc(NC(=O)c4ccc5c(c4)OCCO5)cc3)nn12	0.0	-15	8	5	-1	4	7	-2.1	7
O=C(CSc1nc(C2CC2)nc2ccccc12)Nc1ccccc1	-0.4	-8	24	/	5	0	-14	2.0	-1
Cc1cccc(CSc2ccc(S(=O)(=O)N3CCCC3)cn2)c1	0.6	12	-10	1	1	9	-14	0.8	-2
O=S1(=O)CCC(NC(=S)Nc2ccc3ccccc3c2)C1 (configuration not stated)	-1.2	-21	-28	-3	6	6	9	-0.9	4
O=C(CCn1cccn1)Nc1ccc(-c2ccno2)cc1	0.3	-1	-6	-1	0	1	-14	0.3	-9
O=C(Nc1ccc2[nH]c(=S)sc2c1)c1ccccc1	-0.5	-28	3	-6	5	1	1	-0.5	3
Cc1cc(C)nc(NS(=O)(=O)c2ccc(NC(=O)C3(c4ccc([N+](=O)[O-])cc4)CCCC3)cc2)n1	1.8	-10	12	5	7	17	-6	9.9	7
Cc1ccc(-n2c(C)cc(C(=O)CN3CCCCC3)c2C)cc1	0.1	-13	-19	-2	4	3	-9	-0.4	-1
Cc1cc(C)n(-c2ccc(Cl)c(C(=O)OCC(N)=O)n2)n1	-0.2	-4	1	-20	-1	-1	5	1.2	3
O=C(CNCC1CCCO1)Nc1ccc(N2CCCCCC2)cc1 (configuration not stated)	0.6	-20	9	-5	1	11	-8	0.9	3
Cc1cc(C)cc(OCC(=O)NNC(=O)c2cc3ccccc3o2)c1	-1.5	-9	-20	-9	2	2	1	-1.3	-8
CC(=O)N1CC2(C)CN(C(C)=O)CC(C)(C1)C2=O	0.6	-2	-1	4	5	1	8	0.2	-2
CCCCCCn1c(C)nc2c(c1=O)c1nc3ccccc3nc1n2/N=C/c1ccco1	-0.3	-2	/	-6	-11	1	1	-0.1	0
O=C(c1cc(Cl)ccc1[N+](=O)[O-])n1cnc2ccccc21	1.4	11	-1	5	2	0	/	/	2
COc1ccc(CCNC(=O)c2cc3c(=O)[nH]c4ccc(C)cc4c3s2)cc1OC	0.6	/	-21	1	1	1	/	-0.8	-2
COCCn1c(SCC(=O)c2c[nH]c3ccccc23)nc2cc(C(=O)NC(C)C)ccc2c1=O	0.8	/	-7	11	0	1	/	0.4	1
CCN1CCN(S(=O)(=O)c2ccc(C(=O)Nc3ccccc3)cc2)CC1	0.6	-11	9	-1	-3	5	9	0.3	-4
CCOC(=O)N1CCN(C(=O)CSc2nc3c(cnn3-c3ccc(C)cc3)c(=O)[nH]2)CC1	0.0	-2	-4	-1	-2	1	5	-0.8	-1
Cc1cc(C)nc(SCC(=O)Nc2ccc(N3CCOCC3)cc2)n1	1.0	-11	19	-6	-10	2	-6	1.8	4
CC(C)c1ccc(/C=C2\SC(=S)N(CC(=O)NCCCN3CCOCC3)C2=O)cc1	0.3	1	-35*	0	-2	10	-5	-0.2	-4
Cc1ccccc1C(=O)Nc1ccnn1C1CCN(CC2CC=CCC2)CC1 (configuration not stated)	0.9	0	-8	9	-2	4	-9	0.6	-3
CN(CCc1ccccn1)C(=O)CCC1CCCN(C(=O)c2c(F)ccc(F)c2F)C1 (configuration not stated)	-0.3	13	13	8	2	2	-7	-0.7	-1
CCCCn1c(S(=O)(=O)O)nc2ccccc21	0.6	5	-7	-4	1	4	33*	-1.5	-6
Cc1cccc(N2CCN(c3c(CN4CCCC4)c(=O)oc4ccccc34)CC2)c1C	0.1	-3	7	2	-1	1	/	0.2	-2
COc1cc(-c2cc(C(=O)Nc3ccc(O)cc3)c3ccccc3n2)cc(OC)c1OC	0.0	10	-5	-4	0	2	-4	0.1	-3
Cc1ccc(NC(=O)CSc2nnc3scc(-c4ccccc4)n23)cc1	-0.6	-2	-17	-4	4	-2	/	-1.0	-1
CCOC(=O)c1ccc(NC(=S)NCCCN2CCOCC2)cc1	1.6	-1	-12	-2	-2	5	14	-1.9	-2
Cc1cc(C)cc(NC(=O)CSc2oc(-c3ccccc3)nc2S(=O)(=O)c2ccccc2)c1	0.5	-7	-28	-7	6	3	/	-0.2	2
COC(=O)c1cccc(N/C=C(\[N+](=O)[O-])S(=O)(=O)c2ccccc2)c1	0.0	-3	-11	3	3	2	-3	-0.3	0
COC(=O)c1cccc(NC(=O)NC23CC4CC(CC(C4)C2)C3)c1	-0.7	8	-17	1	4	5	-7	0.4	-2
OCCNCC(O)Cn1ccc2ccccc21 (configuration not stated)	0.4	-8	-18	/	8	0	/	/	-3
CC(=O)c1ccc(N=Nc2ccc(N(C)C)cc2)cc1	0.0	-2	5	3	-16	-1	-2	1.8	13
O=C(CSc1c[nH]c2ccccc12)NCc1ccc2c(c1)OCO2	-0.2	4	-14	5	0	-2	-7	0.0	5
CCN(CC)S(=O)(=O)c1cccc(-c2n[nH]c(=S)n2Cc2ccccc2)c1	-0.4	-11	-29	0	20	1	-5	1.2	-5
COc1cc(C2CC(=O)Oc3c(C(CCN4CCCC(C)C4)c4ccc(N(C)C)cc4)c(OC)cc(OC)c32)cc(OC)c1OC (configuration not stated)	-0.1	/	15	-18	-4	1	44*	0.2	0
CCOC(=O)CSc1nnc(Cc2ccccc2)n1-c1ccc(C)cc1	-0.2	9	2	-9	6	4	-20	0.3	-1
O=C(COc1ccc(S(=O)(=O)N2CCCC2)cc1Cl)NC1CCCC1	0.8	11	/	26	2	-1	-11	1.0	-3
Cc1ccc(-c2c(C#N)c(N)n3c(nc4ccccc43)c2C#N)cc1	4.0	-9	-39*	1	-6	23	6	9.4	-15
O=C(CCC(=O)OCC(=O)c1ccc([N+](=O)[O-])cc1)NC1CCCCC1	0.0	0	-21	6	0	0	-3	-1.2	4
CCCn1c(SCC(=O)Nc2cccc(C)n2)nnc1-c1ccco1	-0.4	-4	1	11	-4	2	10	-0.5	-2
Cc1cc(Cl)c(S(=O)(=O)N2CCN(c3ccc(F)cc3)CC2)cc1OCC(N)=O	0.0	-8	2	8	4	0	5	0.4	1
COc1ccc(-c2nnc(SCC(=O)Nc3cc(S(=O)(=O)N4CCCCC4)ccc3Cl)n2N)cc1	0.0	3	20	3	-10	1	-3	-0.1	4
Cc1cccc(NC(=O)CSc2nnc(NC(=O)c3ccc(S(=O)(=O)N4CCOCC4)cc3)s2)c1C	0.4	/	9	-1	3	1	-1	-0.5	4
Cc1cc(=O)n(CCc2ccccc2)c(O)c1C#N	1.6	-4	-5	2	13	3	7	-1.0	-1
COc1cc(NC(=O)c2cc(-c3ccccc3Cl)on2)cc(OC)c1OC	-0.4	2	-10	-5	-2	4	2	-1.2	-2

Continued.
Molecule	TRHR ag	RXFP1 antagonist	D1 antagonist	D2 PAM	TRHR enhancer	D1 agonist	D2 antagonist	D2 agonist	D1 PAM
CCCOc1ccc(Cn2cnc3ccccc32)cc1	-0.4	0	-24	-15	21	26	3	0.1	-7
CN1CCCC1=Nc1c2c(nc3ccccc13)N(C)CC2	-0.1	-14	24	-14	-8	0	6	-0.7	0
O=C(CCC(=O)c1ccc(F)cc1)Nc1cccc(Br)c1	0.0	2	-1	3	-11	0	-5	2.5	1
Nc1nc(SCC(=O)c2ccc(Br)s2)n[nH]1	-1.0	-4	-3	-5	6	2	13	-3.8	1
N#CC(c1ccc(F)cc1)c1ccc(C(=O)c2ccc(F)cc2)cc1 (configuration not stated)	0.0	0	-17	3	-7	13	-7	-0.3	-5
O=C(Cc1c(F)cccc1Cl)Nc1ncc([N+](=O)[O-])s1	2.4	-2	-21	19	-5	28	8	1.4	-7

Two compounds from above, limited to D2 agonist and D2 PAM.
Molecule	D2 agonist	D2 PAM
CN1CCCC1=Nc1c2c(nc3ccccc13)N(C)CC2	-0.7	-14
O=C(CCC(=O)c1ccc(F)cc1)Nc1cccc(Br)c1	2.5	3
